Compound activity from PubChem BioAssay.
EP2 modulator – modulators of human EP2 prostaglandin E2 receptor; EP2-expressing cells, cAMP HTRF FRET, PGE2 co-stimulation; induction, % at 25 µM; hit rate 0.83% among 260,000;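 active = compounds whose cAMP rise, as percent of the full-agonist control response, exceeds 60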;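 also: rat C6 glioma line stably carrying human EP2 under a CMV promoter; the protocol text gives 20 µM as final concentration; 100% = response of wells given 1 µM PGE2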
Target sequence (P43116 whole entry, looked up): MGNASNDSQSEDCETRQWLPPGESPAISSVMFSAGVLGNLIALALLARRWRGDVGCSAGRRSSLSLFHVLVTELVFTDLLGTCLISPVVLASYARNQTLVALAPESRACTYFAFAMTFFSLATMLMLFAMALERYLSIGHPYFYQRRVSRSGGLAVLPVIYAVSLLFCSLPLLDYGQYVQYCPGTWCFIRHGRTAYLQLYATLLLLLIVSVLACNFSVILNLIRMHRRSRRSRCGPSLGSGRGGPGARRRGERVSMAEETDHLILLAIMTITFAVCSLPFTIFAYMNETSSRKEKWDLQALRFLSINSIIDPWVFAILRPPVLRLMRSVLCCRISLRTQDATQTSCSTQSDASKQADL
PGE2 EP2 inh – EP2 receptor (human) inhibition. hit rate 0.52% among 260,000. inhibition, % at 25 µM. P43116. AID 1422. C6 glioma cells expressing human EP2, cAMP TR-FRET; cells stimulated with saturating PGE2;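 active = percent inhibition above 40 after rounding to a whole number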;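 also: rat C6 glioma host cells with rolipram phosphodiesterase inhibitor present; the protocol text gives 20 µM as final concentration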
* marks the source's active call; other numbers are inactive results. A portion of the library; rates above refer to the full screens.

Value order – EP2 modulator	PGE2 EP2 inh
> O=C(O)C1C2CCC3(CN(CCc4ccccc4)C(=O)C13)O2 (configuration not stated)
    1	6
> Cc1cccc(N2CCN(C(=O)CN3C(=O)COc4ccccc43)CC2)c1C
    -20	15
> CCCC(=O)Nc1nnc(C(C)(C)C)s1
    10	11
> O=C(COc1ccc(S(=O)(=O)NC2CCCC2)cc1)N1CCc2ccccc2C1
    -79	18
> Nc1nc2ccc(Cc3nc4ccccc4[nH]3)cc2s1
    -72	10
> COc1ccc2c(c1)[C@@]1(C)CCC(=O)C[C@H]1CC2
    -7	6
> O=C(CSc1nc2ccccc2c(=O)n1Cc1ccco1)Nc1ccccc1
    11	7
> CC(=O)c1nc2ccccc2n1C
    -16	12
> CCN1CCCC1CN(Cc1cnc(-c2ccc(OC)cc2)nc1)Cc1ccccn1 (configuration not stated)
    -49	9
> N#CCCn1cc(C2CC(c3ccccc3)=NNC2=O)c2ccccc21 (configuration not stated)
    -32	7
> COC(=O)COc1ccccc1C1C(C#N)=C(N)Oc2n[nH]c(C)c21 (configuration not stated)
    26	6
> O=C(O)c1c(Cl)c(Cl)c(Cl)c(Cl)c1C(=O)Nc1ccc2cn[nH]c2c1
    -4	58*
> O=S(=O)(O)c1cc(N=[N+]([O-])c2cc(S(=O)(=O)O)c3ccccc3c2)cc2ccccc12
    26	35
> COc1cccc(CN2CCN(C(=O)c3ccccc3F)CC2)c1OC
    -30	4
> CCCC(c1nnnn1CC1CCCO1)N(Cc1cc2ccc(C)cc2[nH]c1=O)C1CCCC1 (configuration not stated)
    21	11
> CCC(=O)N(Cc1cc2cc(OC)ccc2[nH]c1=O)c1ccccc1
    -26	5
> CCc1c(C)sc(NC(=O)c2cc(-c3ccc(C)cc3)on2)c1C#N
    -9	7
> COC(=O)c1ccccc1NC(=O)CSc1nnc(-c2cc3ccccc3cc2O)o1
    -18	10
> OCCNCc1ccc2c(c1)OCO2
    -28	9
> CCC(C)(C)NC(=O)C(c1cccc(C)c1)N(Cc1cccnc1)C(=O)c1csnn1 (configuration not stated)
    20	7
> COc1ccc(CNCCNC(=O)c2ccco2)c(OC)c1
    -36	11
> Cc1ccc(-c2c(C)sc3ncn(C)c(=O)c23)cc1C
    10	3
> O=C(NCc1nc(-c2ccncc2)n[nH]1)c1cc(F)cc(F)c1
    15	8
> CCOc1ccc2[nH]c(=O)c(CN(C(=O)Nc3cccc(C)c3)C3CC3)cc2c1
    -45	9
> COc1ccc(-c2nc3cnccn3c2NC(C)(C)C)c(OC)c1
    -20	13
> C/C(=N\Nc1nc(C)cc(=O)[nH]1)C(=O)O
    26	10
> CC(=O)C(C)n1c(CN2CCC(C)CC2)nc2c1c(=O)n(C)c(=O)n2C (configuration not stated)
    -15	7
> COC(=O)C1CC2CCC1(C)C=C2n1c(C)nc(=O)c2cccnc21 (configuration not stated)
    -6	4
> Cc1cccc(OCC(O)CN2CCNCC2)c1 (configuration not stated)
    -28	11
> CC1(C)C(C(=O)O)N2C(=O)C(NC(=O)C(C(=O)O)c3ccccc3)C2S1=O (configuration not stated)
    12	14

Compound profiles, from the list above:
N#CCCn1cc(C2CC(c3ccccc3)=NNC2=O)c2ccccc21 (configuration not stated) reads EP2 modulator: -32; PGE2 EP2 inh: 7
CC(=O)C(C)n1c(CN2CCC(C)CC2)nc2c1c(=O)n(C)c(=O)n2C (configuration not stated) reads EP2 modulator: -15; PGE2 EP2 inh: 7
CCc1c(C)sc(NC(=O)c2cc(-c3ccc(C)cc3)on2)c1C#N reads EP2 modulator: -9; PGE2 EP2 inh: 7

At a glance, part of the list above.
Value order – EP2 modulator	PGE2 EP2 inh
> O=C(O)C1C2CCC3(CN(CCc4ccccc4)C(=O)C13)O2 (configuration not stated)
    1	6
> Cc1cccc(N2CCN(C(=O)CN3C(=O)COc4ccccc43)CC2)c1C
    -20	15
> CCCC(=O)Nc1nnc(C(C)(C)C)s1
    10	11

Arranged by SMILES length (low to high): part of the list above
Value order – EP2 modulator	PGE2 EP2 inh
> Nc1nc2ccc(Cc3nc4ccccc4[nH]3)cc2s1
    -72	10
> Cc1ccc(-c2c(C)sc3ncn(C)c(=O)c23)cc1C
    10	3
> O=C(O)C1C2CCC3(CN(CCc4ccccc4)C(=O)C13)O2 (configuration not stated)
    1	6
> CCN1CCCC1CN(Cc1cnc(-c2ccc(OC)cc2)nc1)Cc1ccccn1 (configuration not stated)
    -49	9
> COC(=O)c1ccccc1NC(=O)CSc1nnc(-c2cc3ccccc3cc2O)o1
    -18	10
> CCCC(c1nnnn1CC1CCCO1)N(Cc1cc2ccc(C)cc2[nH]c1=O)C1CCCC1 (configuration not stated)
    21	11

More records follow.
Value order – EP2 modulator	PGE2 EP2 inh
> N#Cc1cc2cc3c(cc2nc1SCC(=O)NCc1ccccc1)OCCO3
    48	43*
> Cc1cc(C(F)F)n2ncc(C(=O)NC3(c4ccc5c(c4)OCO5)CCCC3)c2n1
    -24	5
> N#[N+]c1ccc(Nc2ccccc2)cc1
    28	43*
> CN(C)CCN(Cc1cccc(Cl)c1)Cc1cccs1
    -56	4
> C[N+](C)(N)CCC[N+](C)(C)N
    15	11
> CC(=O)N1CCN(C(=O)CN2N=C(C(C)(C)C)Cn3c(cc4ccccc43)C2=O)CC1
    -6	1
> COc1ccc(C)cc1NC(=O)CSc1nc(C2CC2)nc2sc3c(c12)CCCC3
    41	6
> CCOC(=O)c1sc(NC(=O)CSc2nc3cc(C)ccc3cc2C#N)nc1C
    2	14
> COc1cc(NC(=O)C2CC(c3ccc(Cl)c(Cl)c3)=NO2)cc(OC)c1OC (configuration not stated)
    -71	5
> COc1cc(C2C(C#N)=C(N)Oc3n[nH]c(-c4ccc(C5CCCCC5)cc4)c32)ccc1O (configuration not stated)
    -76	9
> COc1ccccc1CNC(=O)CN1CCC(c2ccc3c(c2)OCO3)CC1
    -37	5
> COc1cc(-c2nc3cnccn3c2NCc2cccs2)ccc1O
    -44	7
> COc1ccc(NC(=O)COC(=O)C2CC(=O)N(c3ccccc3)C2)cc1 (configuration not stated)
    -40	12
> CCC(c1nnnn1C(C)(C)CC)N(Cc1cc2cc(C)c(C)cc2[nH]c1=O)C1CCCCC1 (configuration not stated)
    51	9
> COCCn1nnnc1C(c1cc2cc(OC)ccc2[nH]c1=O)N1CCN(Cc2ccccc2)CC1 (configuration not stated)
    2	4
> O=C(CSc1nnc(CNc2ccc(F)cc2)o1)Nc1cccc2ccccc12
    -39	13
> CC1CCCC(C)N1S(=O)(=O)c1ccc2c(c1)OCCO2 (configuration not stated)
    -36	-1
> CC[C@@H](Cn1ncc2ccccc2c1=O)NC(=O)Cc1cc(OC)ccc1OC
    -17	9
> Cc1cc2nc(SCC(=O)NC(C)(C)C)[nH]c2cc1C
    -25	4
> Cc1sc2nc(C(C)C)nc(SCC(=O)O)c2c1C
    21	10
> C=CCC1N(c2ccc(OC)cc2)C(=O)C2C(C(=O)O)C3C=CC21O3 (configuration not stated)
    -2	13
> C=CCOc1ccc(Br)cc1C1C(C#N)=C(N)Oc2n[nH]c(C)c21 (configuration not stated)
    10	11
> CCOC(=O)Cn1c(=O)c2c(nc3n2CCN3c2ccccc2)n(C)c1=O
    -29	22
> CCNc1sc(C(=O)c2ccc(F)cc2)c(N)c1C#N
    15	16
> CC1CN(C(=O)CSc2nc(-c3cccs3)cc(C(F)(F)F)n2)CC(C)O1 (configuration not stated)
    -1	3
> Cc1cc(C(=O)NCCCC2CCOC2)c2cccc(Cl)c2n1 (configuration not stated)
    -34	6
> CCSc1nc2sc3c(c2c(=O)n1C)CCCC3
    61*	7
> CN(C)S(=O)(=O)c1ccc(S(=O)(=O)N2CCc3ccccc3C2)cc1
    -20	13
> CCC(c1nnnn1CCc1ccccc1)N(Cc1ccco1)Cc1cc2cc(C)ccc2[nH]c1=O (configuration not stated)
    38	9
> CC(C)c1nnc(SCC(=O)Nc2cccc(Cl)c2)n1C
    4	12

More entries.
Value order – EP2 modulator	PGE2 EP2 inh
> COc1ccc2[nH]c(=O)c(CN(CCc3ccccc3)C(=O)Nc3ccccc3OC)cc2c1
    27	7
> CCN1C(=O)/C(=c2/s/c(=C3\SC(C)=C(C)N3CC)c(=O)n2CC)N(C)C1=S
    -9	11
> CCOc1ccc(-n2c(SCC(=O)NC3CCCCC3)nc3ccccc3c2=O)cc1
    0	4
> Cc1ccc2nc(SCC(=O)Nc3cc(Cl)ccc3Cl)c(C#N)cc2c1
    6	13
> Cc1ccccc1C(C(=O)NCc1ccco1)N(C(=O)Cn1nnc2ccccc21)C1CC1 (configuration not stated)
    -11	15
> OCc1ccc(-c2nn(Cc3ccccc3)c3ccccc23)o1
    29	14
> COc1ccc(CCNc2nc(C(C)(C)C)nc3c2nnn3Cc2ccccc2)cc1OC
    50	12
> CC(N)C(=O)N1CCOCCN(C(=O)C(C)N)CCOCC1 (configuration not stated)
    -20	6
> CNc1nc(-c2ccc(OC)cc2)cs1
    -47	12
> CNC(=S)N(Cc1cc2cc3c(cc2[nH]c1=O)OCO3)C1CCCC1
    -22	12
> CCN(CC)C(=O)c1sc(NC(=O)c2cccc(F)c2)c(C(=O)OC)c1C
    8	10
> C=Cn1ncc(CN2CCc3[nH]c4ccc(OCC)cc4c3C2)c1C
    -65	6
> CCOc1nc(C)ccc1-c1noc(-c2ccc(C)cc2)n1
    1	6
> C#CCOc1ccc(CN2C[C@@H]3CCCN3C[C@@H]2Cc2ccccc2)cc1OC
    6	4
> Cc1cc(OCC(=O)Nc2nnn(C)n2)cc(C)c1Cl
    9	10
> CC1(C)C(=O)C=C[C@@]2(C)C1C=C[C@]1(C)C2CC[C@@]2(C)[C@H](c3ccoc3)OC(=O)C3OC321 (some centres not stated)
    -14	12
> Cc1nc(SCC(N)=O)n[nH]1
    24	4
> CC(C)C(=O)c1cn(CC(=O)Nc2ccccc2F)c2ccccc12
    -41	14
> CCCNC(=O)c1cnn2c(C(F)F)cc(-c3ccc(OC)cc3)nc12
    22	8
> O=C(c1cccc(Cl)c1)N1CCN(C2CCCCC2)CC1
    8	8
> Oc1cc2c(cc1O)CN(C(=S)NCCc1ccc(Cl)cc1)CCC2
    -23	34
> COc1ccc(CC(=O)NCC2CCN(c3nc(C)cc(C)n3)CC2)cc1OC
    2	10
> O=C(Oc1cccc2cccnc12)c1cc2ccccc2o1
    3	6
> O=C1C2=C(Nc3[nH]c(=O)[nH]c(=O)c3C2c2cccs2)c2ccccc21 (configuration not stated)
    0	3
> CCOC(=O)CNc1c(-c2ccccc2)nc2cc(C)ccn12
    -27	16
> Cc1ccc(NC(=O)COC(=O)c2cccnc2)cc1C
    -55	7
> O=C(CSc1nccc(=O)[nH]1)Nc1cccc2ccccc12
    -11	4
> CC1(C)CCCN(CC(O)c2ccc3c(c2)CCCN3S(C)(=O)=O)C1 (configuration not stated)
    -32	10
> CCOc1ccc(CC(=O)N[C@@H](C)Cn2nnc3ccccc32)cc1
    -2	6
> COC(=O)C1=C(C)NC(=O)NC1c1ccc(OC(C)C)c(OC)c1 (configuration not stated)
    -48	11

A different layout for part of the listing above:
compound	EP2 modulator	PGE2 EP2 inh
Cc1ccccc1C(C(=O)NCc1ccco1)N(C(=O)Cn1nnc2ccccc21)C1CC1 (configuration not stated)	-11	15
CNC(=S)N(Cc1cc2cc3c(cc2[nH]c1=O)OCO3)C1CCCC1	-22	12

(listing goes on)
Value order – EP2 modulator	PGE2 EP2 inh
> COc1ccc(F)cc1S(=O)(=O)n1c([N+](=O)[O-])cnc1C
    48	10
> CCn1c(=O)c(C(=O)Nc2cccc(C)c2C)c(O)c2ccccc21
    3	10
> CCN(CC)C(=O)N1CCCC1c1nc(-c2ccc(F)cc2)n[nH]1 (configuration not stated)
    2	8
> CCn1c(C)[n+](CC(O)COc2cccc(C)c2)c2ccccc21 (configuration not stated)
    -9	6
> COc1ccc(C2(C(=O)NC(C)c3nc(-c4ccncc4)n[nH]3)CCCCC2)cc1 (configuration not stated)
    1	14
> CC1Oc2ccccc2NC1=O (configuration not stated)
    -7	10
> CCN1CCN(C(=O)CN(c2ccc(OC)cc2)S(=O)(=O)c2ccc(F)cc2)CC1
    5	3
> Cc1ccnc(SCC(=O)N2N=CCC2c2ccccc2)n1 (configuration not stated)
    -14	3
> COc1ccc(C2C(C(=O)Nc3ccccc3OC)=C(C)NC3=C2C(=O)CCC3)cc1 (configuration not stated)
    -4	10
> COc1cc(C2C(C#N)=C(N)Oc3n[nH]c(C(C)(C)C)c32)ccc1OC(C)=O (configuration not stated)
    -9	7
> COc1ccc(-c2cc(C(F)(F)F)nc(SCC(=O)N3CCc4ccccc4C3)n2)cc1OC
    -7	4
> COc1cc(F)ccc1S(=O)(=O)NCc1cccnc1
    -20	9
> COc1cccc(OCc2nnc(SCC(=O)N3c4ccccc4Sc4ccccc43)n2C)c1
    9	9
> CCn1c(SC(C)C(=O)Nc2ccc(N)cc2)nnc1-c1cccc(C)c1 (configuration not stated)
    -15	7
> COC(=O)c1cccc(NC(=O)CSc2nnc3cc(C)c4cc(C)cc(C)c4n23)c1
    9	12
> CC1Cc2cc(-c3csc(NC(=O)c4cccc(Cl)c4)n3)ccc2N1C(=O)C1CC1 (configuration not stated)
    -66	21
> CCC(NC(=O)c1[nH]nc(-c2ccccc2)c1C)c1ccc(F)cc1 (configuration not stated)
    -96	8
> COc1ccc(-c2cc(C(F)(F)F)nc(SCC(=O)NCc3cccnc3)n2)cc1OC
    -32	7
> COc1cc(NC(=O)COc2ccc(C)c(C)c2)ccc1NC(=O)c1ccco1
    3	6
